Screening results: PubChem BioAssay, National Center for Advancing Translational Sciences (NCATS)
KB-V1 cytotox: kills drug-selected multidrug resistant KB-V1 cells. 3.4% of 400,000 active. KB-V1 MDR cells viability, CellTiter-Glo, 72 h. Potency, µM (doses to about 46.1 µM), for the others: at the highest dose activity change, negative = cytotoxicity, hits mostly cytotoxic; also: potency is read from the fitted curve at half-maximal effect; % is scaled to controls: 0 for no effect and ±100 for the full control effect; nearly all actives have a fitted effect of over 60% in size
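Readout: CellTiter-Glo luminescence, 10 min after addition. Cells: KB-V1 MDR subline, 72 h at 37 degrees C with compound. Analysis: corrected, normalized data fitted to concentration-effect curves.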
HT1080 IDH1KD tx: toxicity to HT-1080 IDH1 knockdown cells (counter line); Potency, µM (top dose mostly 46.1 µM), for the others: at the highest dose activity, negative = toxicity, hits mostly cytotoxic; HT-1080 IDH1 knockdown viability, ATP luminescence, 48 h; AID 686971; 2% of 360,000 active;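 also: potency is read from the fitted curve at half-maximal effect; 0% = DMSO wells and -100% = cell-free medium wells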
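After a 2 h attachment period, IDH1KD HT-1080 cells took pin-transferred compound for 48 h at 37 °C; ATP-based luminescence after 10 min room-temperature reagent incubation reported viability.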
HT1080NT lethal: kills 2HG-producing HT-1080-NT fibrosarcoma cells | HT-1080-NT fibrosarcoma viability, CellTiter-Glo ATP luminescence, 48 h | Potency, µM (top dose mostly 46.1 µM), for inactives: top-dose activity, negative = less viability, hits mostly cytotoxic | 1.6% of 360,000 active | AID 686970;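 also: NT is the 2HG producing partner of a matched IDH1 knockdown line; potency is read from the fitted curve at half-maximal effect; 0% = DMSO-treated cells and -100% = media-only wells without cells; nearly all actives have a fitted effect of over 55% in size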
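HT-1080-NT fibrosarcoma cells (2HG-overproducing), 750 cells/well in RPMI with 5% FBS, dosed after 2 h and incubated 48 h at 37C. CellTiter-Glo luminescence normalized to DMSO and no-cell wells; concentration-response curves fitted and classed.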
KB-3-1 cytotox: kills parental KB-3-1 adenocarcinoma cells | KB-3-1 viability, CellTiter-Glo ATP luminescence, 72 h | Potency, µM (highest dose often 46.1 µM), without a hit: top-dose activity change, negative = cytotoxic, hits mostly cytotoxic | 1.4% of 400,000 active; also: potency is read from the fitted curve at half-maximal effect; % is scaled to controls: 0 for no effect and ±100 for the full control effect; nearly all actives have a fitted effect of over 60% in size
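Screening of KB-3-1 cells (DMEM, 10% FBS, phenol-red free) ran from lowest to highest compound concentration; after 72 h at 37 °C viability was read luminescently and curves fitted.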
IL-1B inflam inh: inhibitors of inflammasome signaling (IL-1 beta secretion). THP-1 LPS/ATP IL-1B secretion, AlphaLISA, 16 h; active compounds read low. activity change, % at 57.5 µM. 4.7% of 360,000 active. AID 743279; in the data active = activity change below about -50%; inconclusive = mostly about -30% to -49%; also: % is scaled to controls: 0 for no effect and ±100 for the full control effect
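THP-1 cells pretreated 1 hr with compounds (up to 57.5 uM final), then stimulated with LPS (250 ng/mL final) plus ATP (1.25 mM final); secreted IL-1B measured by AlphaLISA after 16 hr, decreased signal indicating inhibition.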
DRD3 agonist: activates the human D3 dopamine receptor; P35462; D3R DiscoveRx beta-arrestin cells, luminescence, 90 min; max activation, %; 0.58% of 410,000 active; in the data active = max activation above about 30%; also: 0% is about no effect; mostly tested at two doses, the higher about 12 µM
Target sequence (P35462 whole entry, looked up): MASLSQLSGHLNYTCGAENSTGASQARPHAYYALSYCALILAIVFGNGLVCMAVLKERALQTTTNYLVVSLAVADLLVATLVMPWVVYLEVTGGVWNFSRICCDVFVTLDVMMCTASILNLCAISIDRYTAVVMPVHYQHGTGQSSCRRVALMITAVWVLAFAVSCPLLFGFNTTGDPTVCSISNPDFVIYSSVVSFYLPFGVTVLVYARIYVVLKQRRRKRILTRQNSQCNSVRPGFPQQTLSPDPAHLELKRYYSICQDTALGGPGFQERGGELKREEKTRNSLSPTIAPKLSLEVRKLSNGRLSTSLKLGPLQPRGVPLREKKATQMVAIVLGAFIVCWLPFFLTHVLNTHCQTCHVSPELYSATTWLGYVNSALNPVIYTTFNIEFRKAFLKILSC
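Agonist mode: compounds and dopamine controls were applied to plated cells for 90 min at 37 degrees C after an overnight attachment at 1500 cells/well. Luminescent read-out followed 30 - 60 minutes at room temperature with DiscoveRx detection reagent.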
D3 antag: D3 dopamine receptor (human) antagonism; P35462; D3R cells, DiscoveRx beta-arrestin luminescence, antagonist mode; active compounds read low; max response, negative = inhibition, %; 2.5% of 360,000 active; AID 652054; in the data active = max response below about -50%; inconclusive = no clear call, values can overlap the other calls; also: % is scaled to controls: 0 for no effect and ±100 for the full control effect; mostly tested at two doses, the higher about 12 µM
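Cells plated overnight at 1500 cells/well, then exposed to library compounds with dopamine controls for 90 minutes at 37 degrees C. DiscoveRx reagent added for 30–60 minutes at room temperature; luminescence read, quantitative HTS format.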
SW480 rereplic: induces DNA re-replication in SW480 colon adenocarcinoma cells | AID 624297 | Potency, µM (top dose mostly 46.1 µM), inactives show top-dose re-replication activation, usual class: activators | SW480 DNA re-replication, Hoechst DNA content imaging, 48 h | 1.8% of 340,000 active; also: potency is read from the fitted curve at half-maximal effect; % of control where 0% means no effect; nearly all actives have a fitted effect of over 55% in size
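Image-based DNA-content assay: after two days of treatment, nuclei were labelled with the DNA dye Hoechst and imaged, and hits were compounds raising the count of nuclei showing high fluorescence intensity.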
GLP-1R agonist: GLP-1 receptor (human) agonism; AID 624172; P43220; Potency, µM (top dose mostly 45.6 µM), for the others: at the highest dose activation, hits mostly activators; HEK293 GLP-1R CRE-luciferase, luminescence, 4-6 h; cells express a hypersensitive GLP-1R form; 0.007% of 380,000 active; also: potency is read from the fitted curve at half-maximal effect; % of control where 0% means no effect
Target sequence (P43220 whole entry, looked up): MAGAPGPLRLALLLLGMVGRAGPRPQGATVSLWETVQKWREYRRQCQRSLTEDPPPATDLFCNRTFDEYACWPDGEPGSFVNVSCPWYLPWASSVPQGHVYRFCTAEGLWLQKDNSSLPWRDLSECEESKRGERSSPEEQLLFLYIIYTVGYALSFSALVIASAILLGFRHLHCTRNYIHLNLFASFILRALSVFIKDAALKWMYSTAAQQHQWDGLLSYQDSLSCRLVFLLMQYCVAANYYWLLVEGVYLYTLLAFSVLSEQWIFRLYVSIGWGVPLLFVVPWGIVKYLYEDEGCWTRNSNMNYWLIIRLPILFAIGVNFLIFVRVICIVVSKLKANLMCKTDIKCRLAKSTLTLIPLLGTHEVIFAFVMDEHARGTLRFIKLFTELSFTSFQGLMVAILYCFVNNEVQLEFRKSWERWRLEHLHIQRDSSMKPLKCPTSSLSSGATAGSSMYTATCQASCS
Active calls of the source: *; i = inactive; ? = inconclusive; nt = no result given; [ ] = another dose, or the depositor's remark. Unless noted, calls follow the shape of the dose curve; as a rule, active = well fitted curve in the direction sought with a large enough effect; inconclusive = small, poorly fitted or top-dose-only effect, or another doubt; inactive = no such curve, though single readings can be large; an effect the other way counts as inactive or inconclusive.

Structure,KB-V1 cytotox,HT1080 IDH1KD tx,HT1080NT lethal,KB-3-1 cytotox,IL-1B inflam inh,DRD3 agonist,D3 antag,SW480 rereplic,GLP-1R agonist
CSCCC(NC(N)=O)C(=O)Nc1ccc(C)cc1 (stereo not drawn),-5.5%,0.0%,-1.6%,7.5%,26.4,-7.8,0.8,0.7%,2.2%
CCC(C)NC(=O)CSc1n[nH]c(-c2cc(Cl)ccc2OC)n1 (stereo not drawn),-25.0%,-10.3%,-11.5%,-8.5%,8.2,-2.9,-13.0,-1.5%,4.7%
Nc1ccn([C@@H]2O[C@H](C(=O)NCCCN3CCCC3=O)[C@@H](O)[C@H]2O)c(=O)n1,1.2%,0.7%,9.3%,1.3%,-1.1,-3.8,-6.4,nt,-3.6%
COc1ccc2nc(NCCCNC(=O)c3cc(OC)c(OC)c(OC)c3)c(C#N)cc2c1,?,-6.5%,-0.7%,12.8%,29.2,3.7,48.1,?,3.7%
COc1ccc(CCNC2CC(=O)N(CCc3ccccc3)C2=O)cc1 (stereo not drawn),8.8%,3.0%,0.4%,-2.3%,9.4,-6.7,14.9,12.0%,1.6%
COc1cc(NC(=O)CN2CCN(c3ccccn3)CC2)cc(OC)c1OC,-4.0%,-4.8%,-4.2%,-0.7%,5.0,-8.1,-15.8,-14.3%,4.8%
S=C(NN=C1C2CC3CC(C2)CC1C3)Nc1ccccc1,7.1%,2.5%,16.8%,15.9%,6.4,0.6,-65.9*,16.8%,-9.0%
COc1cc(S(=O)(=O)NC2CCCC2)ccc1-n1cnnn1,0.0%,8.1%,-0.8%,4.7%,22.0,5.5,16.8,-19.8%,13.0%
O=C(NCCc1ccccc1F)c1cc(COc2ccc(F)cc2F)on1,2.0%,10.2%,23.1%,4.3%,-22.4,-0.9,58.7,nt,8.5%
CCCCn1c(=O)n(Cc2cccc(F)c2)c(=O)c2c1ncn2Cc1ccco1,?,-9.3%,-7.3%,8.1%,-21.7,1.9,4.7,-0.5%,16.4%
CC1CCN(C(=O)c2cc(-c3ccccc3O)on2)CC1,-1.6%,13.8%,10.2%,-20.8%,-7.9,-6.2,-17.7,-1.2%,13.5%
CC(OC(=O)CCCN=C1NS(=O)(=O)c2ccccc21)C(=O)Nc1ccc(F)cc1Cl (stereo not drawn),-0.3%,8.1%,4.9%,12.8%,4.8,8.1,-1.6,-2.0%,0.2%
COc1ccc(-c2ccc(Nc3ccc(S(=O)(=O)N4CCCC4)cc3)nn2)cc1OC,13µM*,?,11.2µM*,?,?,15.0,39.5,6.2%,-17.1%
CCCCOCCCNC(=O)C[C@@H]1C[C@@]2(C(=O)OCC)CCCC=C2N(Cc2ccc3c(c2)OCO3)C1=O,?,-25.4%,-18.3%,-7.8%,0.0,-2.7,?,nt,3.8%
Cc1cc(NC(=O)CCC(=O)N(c2ccccc2)C(C(=O)NCC2CCCO2)c2cccnc2)no1 (stereo not drawn),5.1%,3.0%,14.0%,19.2%,21.9,6.6,19.7,0.8%,-3.5%
CCNC(=O)c1cc(S(=O)(=O)N2CCSCC2)ccc1OC,46.2%,-0.9%,-0.5%,5.5%,3.3,3.3,5.0,1.1%,-0.3%
CC(=O)Nc1ccc(S(=O)(=O)NNC(=S)NCc2ccco2)cc1,nt,3.1%,9.7%,nt,4.8,-3.9,-9.6,5.2%,1.9%
COc1cc(CCCN2C(=S)NC[C@@H]2CCCCN)cc(OC)c1OC,14.6%,5.8%,9.8%,-1.6%,2.8,-8.6,0.0,-17.9%[9.22 µM],-2.9%
COc1ccc(C2(C(=O)Nc3ccc(S(=O)(=O)Nc4nc(C)cc(C)n4)cc3)CCCC2)cc1OC,-21.5%,4.7%,-0.3%,5.5%,-6.9,-1.8,7.2,-6.0%,-10.2%
O=C(COC(=O)CN1C(=O)COc2ccccc21)NC1CCCCC1,18.1%,8.6%,16.1%,4.1%,1.4,-10.9,-15.2,-16.1%,0.0%
Cc1ccc(C)c(Cn2cnc3ccccc3c2=O)c1,1.8%,nt,nt,8.3%,nt,-1.0,nt,nt,0.7%
O=[N+]([O-])c1ccc(NCCNc2ccc([N+](=O)[O-])cc2)cc1,19.3%,22.8%,14.5%,0.2%,-5.0,-2.4,-3.8,-7.4%,2.5%
CC1CCN(c2c(NCC3CCC(C(=O)N4CCCC(C)C4)CC3)c(=O)c2=O)CC1 (stereo not drawn),53.0%,-0.9%,-2.1%,26.4%,-0.8,4.4,0.0,-12.5%,9.4%
COc1ccc(NS(=O)(=O)c2cc(NC(=O)C3CCCO3)ccc2N2CCCC2)cc1 (stereo not drawn),-9.2%,5.4%,-1.3%,6.5%,18.2,9.5,7.9,-0.2%,18.5%
COc1ccccc1C(CNC(=O)c1ccc(S(=O)(=O)NCc2ccco2)cc1)N(C)C (stereo not drawn),6.1%,17.7%,4.7%,0.7%,8.7,-19.7,3.0,-2.3%,1.2%
COc1ccccc1C(=O)Nc1nnc(-c2ccc(F)cc2)o1,7.4%,11.8%,-3.8%,?,0.0,-6.9,17.0,-18.0%,1.0%
Cc1snc(S(=O)(=O)Cc2c(Cl)cccc2Cl)c1C#N,?,3.5%,13.9%,10.9%,16.9,0.5,4.0,-4.6%,-6.4%
COC(=O)c1c(-c2ccc3ccccc3c2)csc1NC(=O)Cc1ccc(OC)c(OC)c1,14.6µM*,-6.2%[9.24 µM],-26.8%,?,?,5.5,31.4,?,-18.1%
O=C1COc2ccc(C(=O)COC(=O)c3ccccc3F)cc2N1,-2.6%,5.6%,8.1%,-8.3%,-6.5,-0.9,-50.8*,-1.4%,-11.3%
CN(C)C(=O)CCc1ccc2c3c([nH]c2c1)[C@]1(CCc2ccccc2)[C@@H](C(=O)N2CCCCC2)C[C@H](CC(=O)NCCc2ccccn2)C(=O)N1CC3,-12.1%,1.0%,-0.1%,-2.4%,-20.4,8.9,0.0,?,1.6%
CSc1ccccc1NS(=O)(=O)c1ccccc1,-2.2%,9.7%,6.0%,10.0%,-4.0,0.8,4.4,2.5%,-3.0%
O=C(NC1(C(F)(F)F)N=C(c2ccccc2)N(C2CCCCC2)C1=O)c1ccc(F)cc1 (stereo not drawn),-26.4%,nt,nt,6.0%,nt,3.0,nt,nt,-0.5%
CCN(CCn1cccn1)C(=O)CCc1nnc(-c2ccccc2)o1,0.0%,6.4%,2.3%,10.4%,19.2,-3.1,1.0,-13.2%,-2.2%
CCOc1ccc(S(=O)(=O)N2CCC(C(=O)NCc3ccco3)CC2)cc1,nt,0.8%,0.4%,nt,-0.8,0.0,-4.8,-0.4%,-12.4%
CC1Cc2nc(SCC(=O)Nc3nccs3)n(Cc3ccccc3)c(=O)c2S1 (stereo not drawn),-6.3%,-0.3%,-0.3%,8.9%,-25.9,8.6,24.5,-11.2%,14.6%
O=C(Cc1cccc(NC(=O)C2CCCN(C(=O)C3CCC3)C2)c1)Nc1cccc(C(=O)N2CCCC2)c1 (stereo not drawn),-3.7%,8.9%,7.6%,-5.1%,-5.1,7.7,-1.8,1.2%,-1.4%
CCOC(=O)NC(=O)/C(C#N)=C\NNc1ncc(C(F)(F)F)cc1Cl,0.5%,14.0%,15.5%,25.8%,-18.4,-7.6,-12.3,-1.4%,3.7%
Cc1ccc(S(=O)(=O)NC(C)C(=O)Nc2ccc(C(N)=O)cc2)cc1 (stereo not drawn),5.4%,0.6%,16.2%,9.8%,21.1,-1.6,11.6,13.7%,-4.9%
Cc1nnc(SCC(=O)NC2CCCCC2C)s1 (stereo not drawn),-0.2%,7.8%,6.0%,-0.6%,33.4,4.0,25.5,8.1%,2.3%
O=C(CCCC(=O)Nc1ccc(Br)cc1)N/N=C/c1ccccc1,-25.1%,2.0%,-2.3%,-1.7%,i,0.1,0.3,-3.6%,-4.4%
CCc1nc2ccc(C(=O)NCCc3ccccn3)cn2c1N(C)Cc1nccs1,1.5%,6.1%,4.8%,0.0%,-10.9,-6.6,0.2,nt,3.0%
Cc1cc2c(nc1C)CCCN2C[C@@H](C)O/N=C1/[C@H]2CCn3c(=O)n(-c4ccccc4)c(=O)n3[C@H]2[C@H](O)[C@@H]2O[C@H]12,21.6%,-5.7%,-0.3%,?,-54.3*,-5.9,-25.8,?,7.2%
CN=C1S/C(=C\c2cc(C)n(-c3ccccc3F)c2C)C(=O)N1C,-2.8%,0.2%,2.8%,0.3%,-21.8,-2.1,-5.2,3.8%,-3.1%
Cc1nn(C)c(Cl)c1CN1CCCC(CO)(Cc2ccccc2)C1 (stereo not drawn),-15.9%,-1.3%,-4.0%,-12.9%,1.4,-2.4,-6.3,?,-0.2%
